# SENP8 block – SENP8 protease inhibition | purified SENP8, Z-RLRGG-aminoluciferin cleavage, luminescence | Q96LD8 | inhibition, % at 10 µM | 330,000 compounds, 1.2% hits | AID 2540
# CCR6 antagonist – blocks CCL20-driven beta-arrestin recruitment at human CCR6; P51684; CHO-K1 CCR6 PathHunter beta-arrestin, luminescence, CCL20-stimulated; inhibition, % at 20 µM; 340,000 compounds, 0.49% hits; AID 493098;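 active means compounds whose inhibition of the agonist-driven luminescence signal at 20 µM reaches about 50%, limit read from the data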;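 further: cells stimulated with CCL20 at 14 nM final; plate controls were DMSO with CCL20 for no effect and DMSO without agonist for full effect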
# Target sequence (P51684 whole entry, looked up): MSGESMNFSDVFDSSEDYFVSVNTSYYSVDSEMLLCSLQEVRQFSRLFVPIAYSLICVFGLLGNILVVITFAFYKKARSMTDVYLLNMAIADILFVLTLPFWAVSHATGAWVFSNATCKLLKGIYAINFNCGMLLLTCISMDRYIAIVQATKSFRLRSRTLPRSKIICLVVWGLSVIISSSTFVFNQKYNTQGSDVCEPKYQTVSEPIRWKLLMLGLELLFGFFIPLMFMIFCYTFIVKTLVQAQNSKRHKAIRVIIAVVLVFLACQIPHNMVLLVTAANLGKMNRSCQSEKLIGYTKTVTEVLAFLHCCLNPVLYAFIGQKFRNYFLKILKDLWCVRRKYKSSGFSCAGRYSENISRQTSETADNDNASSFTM
# UBC13 polyUb – inhibitors of human UBC13 polyubiquitin chain formation; TR-FRET; inhibition, % at 20 µM; 330,000 compounds, 0.47% hits; P61088; in the data active means inhibition above about 45%, passing the limit was not always enough
# Target sequence (P61088 whole entry, looked up): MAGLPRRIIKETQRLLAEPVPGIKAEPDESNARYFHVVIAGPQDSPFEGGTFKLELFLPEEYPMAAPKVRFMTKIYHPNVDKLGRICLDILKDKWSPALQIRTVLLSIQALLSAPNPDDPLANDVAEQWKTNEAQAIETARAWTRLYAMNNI
# Gli-Sufu block – antagonists of Gli-Sufu signaling; inhibition, % at 5 µM; AID 588413; Sufu-KO-LIGHT fibroblasts, Gli luciferase reporter luminescence; 340,000 compounds, 0.74% hits;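 active means inhibition above about 55%, limit read from the data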;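 further: 0% = DMSO-treated cells and 100% = wells with medium but no cells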
# 697 NFkB inh – inhibitors of the PMA/ionomycin-induced NF-kB reporter in 697 B cells; 697 B-cell NF-kB luciferase reporter, 16 h; inhibition, % at 4 µM; 330,000 compounds, 0.33% hits; AID 435022; in the data active means inhibition above about 35%
# EBI2 antag – antagonists of human EBI2 receptor; 360,000 compounds, 0.81% hits; AID 651636; inhibition, % at 5 µM; P32249; EBI2 beta-arrestin recruitment, luminescence, 7a,25-OHC stimulated; in the data active means inhibition above about 38%;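 further: enzyme fragment complementation signal reports receptor beta-arrestin coupling in cells; 0% = agonist plus DMSO wells and 100% = wells without agonist; some results beyond the cut were filed as inactive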
# Target sequence (P32249 whole entry, looked up, the tested form may be a part): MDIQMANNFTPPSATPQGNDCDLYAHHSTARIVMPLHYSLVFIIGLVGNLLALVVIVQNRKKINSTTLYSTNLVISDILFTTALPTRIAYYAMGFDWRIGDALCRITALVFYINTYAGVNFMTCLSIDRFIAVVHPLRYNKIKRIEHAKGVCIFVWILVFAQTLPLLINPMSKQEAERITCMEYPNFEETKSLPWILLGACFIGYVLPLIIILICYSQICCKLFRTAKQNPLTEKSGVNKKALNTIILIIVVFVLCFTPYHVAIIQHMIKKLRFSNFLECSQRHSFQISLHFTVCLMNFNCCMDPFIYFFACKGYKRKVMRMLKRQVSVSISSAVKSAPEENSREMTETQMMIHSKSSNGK
# Apaf1 inhib – human Apaf-1 inhibition; 330,000 compounds, 0.71% hits; O14727; reconstituted apoptosome caspase-3 activity, DEVD-Rh110 fluorescence; inhibition, % at 20 µM; active means inhibition of at least 40% at 20 µM;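 further: plate controls were DMSO wells for no effect and DEVD-CHO caspase inhibitor wells for full effect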
#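 Material: reconstituted apoptosome with Apaf-1, cytochrome c, caspase-9, procaspase-3, dATP / Buffer or medium: pH 7.5 Hepes buffer with CHAPS, BSA, DTT / Also added: cytochrome c with DEVD-Rh110 / Schedule: compound with Apaf-1, dATP, procaspase-3 30 min, then 50 min reaction, room temperature / Technique: rhodamine 110 fluorescence at Ex 480/Em 540 nm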
# Jurkat NFkB inh – inhibitors of the PMA/ionomycin-induced NF-kB reporter in Jurkat cells. PMA/ionomycin-induced NF-kB luciferase reporter, luminescence. inhibition, % at 4 µM. 330,000 compounds, 0.53% hits. AID 435003
# Active calls of the source: *; x = no result given. Unless noted, no stated cut-off is given here; in the data, active means inhibition above about 50%; inactive means the rest. A portion of the library; rates above refer to the full screens.
# Below each compound – SENP8 block, CCR6 antagonist, UBC13 polyUb, Gli-Sufu block, 697 NFkB inh, EBI2 antag, Apaf1 inhib, Jurkat NFkB inh
- CN(C(=O)COC(=O)C1CCN(S(=O)(=O)c2cccs2)CC1)C1CCS(=O)(=O)C1 (stereo unspecified)
  2, 4, -2, 7, 2, -1, 5, 8
- COc1ccc2cc(C(=O)C3CCCN(C(=O)c4sc(C)nc4C)C3)ccc2c1 (stereo unspecified)
  -5, 1, 25, -8, -17, 16, 6, 7
- Cc1ccc(S(=O)(=O)Nc2ccncc2)c(C)c1
  -2, -4, 6, 4, 12, -10, 1, 1
- Cc1ccc(-n2c(C)nn(CC#N)c2=O)cc1
  -8, 0, -10, 6, 10, -9, -6, 0
- Cc1ccc(/C=C2\S/C(=N/S(=O)(=O)c3cccs3)NC2=O)cc1
  9, -1, -14, 1, 11, 2, -3, 5
- CCN(CC)C(=O)c1cc2c(=O)n3cccc(C)c3nc2n1C
  0, 10, 10, 0, 3, 9, 5, -11
- Cc1ccc(SCC(=O)NCCCN2CCOCC2)cc1
  -1, -10, 10, 0, 4, -6, -3, 11
- Cc1ccc(NC(=O)CCn2c(=O)[nH]c3ccsc3c2=O)cc1C
  7, 14, 8, 6, 16, -6, 5, 11
- COCCn1c(SCC(=O)Nc2ccc(OC)cc2)nnc1-c1ccoc1C
  -10, -1, 7, -2, -6, 1, -4, -12
- CC(=O)Nc1sc(C)c(C)c1C(=O)OCC(=O)N(Cc1ccccc1)C(C)C
  3, 10, 8, x, 4, -3, -1, 12

# Some of these compounds in order of their number in CCR6 antagonist, largest number first:
mol	CCR6 antagonist
Cc1ccc(NC(=O)CCn2c(=O)[nH]c3ccsc3c2=O)cc1C	14
CCN(CC)C(=O)c1cc2c(=O)n3cccc(C)c3nc2n1C	10
CN(C(=O)COC(=O)C1CCN(S(=O)(=O)c2cccs2)CC1)C1CCS(=O)(=O)C1 (stereo unspecified)	4
Cc1ccc(-n2c(C)nn(CC#N)c2=O)cc1	0

# Other compounds
# Below each compound – SENP8 block, CCR6 antagonist, UBC13 polyUb, Gli-Sufu block, 697 NFkB inh, EBI2 antag, Apaf1 inhib, Jurkat NFkB inh
- CCc1ccccc1NC(=O)c1ccccc1Sc1ccc([N+](=O)[O-])cc1Cl
  -2, 5, 2, 6, -6, 16, 0, 1
- Cc1cc(C)n(-c2nc(NC(C)(C)C)nc(NC(C)(C)C)n2)n1
  8, 28, 11, 14, -15, 20, 13, 17
- Cc1c(C(=O)NCC2CCCO2)oc2ccc(S(=O)(=O)N3CCCC3)cc12 (stereo unspecified)
  6, -6, 3, 1, -2, -4, -4, -1
- COc1ccc(/C(N)=N/OC(=O)CC2CCCCC2)cc1
  -3, 10, -5, -29, -91, 3, 5, -61
- Cc1ccc(C(=O)NCc2ccc3c(c2)OCO3)cc1Cl
  -16, 7, 4, 4, -21, 6, 11, -27
- CCOC(=O)N1CCC(Nc2c(NCCCN(C)Cc3ccccc3)c(=O)c2=O)CC1
  -1, 3, 4, -3, 7, 0, 5, 3
- O=C(COc1cccc2cccnc12)Nc1ccccc1N1CCOCC1
  6, 1, 24, 2, 10, 12, -12, 10
- CC(C)C(OC(=O)CCC(=O)Nc1nccs1)C(=O)NC1CCCCC1 (stereo unspecified)
  -9, 7, 0, -4, 5, -4, -3, 7
- CCc1nnc(NC(=O)c2cccc(S(=O)(=O)N3CCCC3)c2)s1
  -4, 1, 4, -9, 11, 7, 2, 10
- Oc1c(N=NC(=S)Nc2ccccc2F)c2ccccc2n1Cc1cccc(Cl)c1
  2, 26, -24, 29, 16, 0, -8, 7
- O=C(Nc1ccc([N+](=O)[O-])c(NC(=O)c2cccnc2)c1)c1cccnc1
  -9, -11, -1, 9, 12, -14, -15, 6
- S=C(NCc1ccc2[nH]c3c(c2c1)CCCC3)Nc1ccccc1Cl
  7, -10, 7, 0, -11, 14, 8, -8
- O=C(CSc1nnc2c(n1)[nH]c1ccc(S(=O)(=O)N3CCOCC3)cc12)Nc1ccc(F)c(F)c1
  8, -3, 4, 4, -11, 1, -3, 4
- COc1ccc(CC(=O)NCC(=O)NC(Cc2ccccc2)C(=O)O)cc1 (stereo unspecified)
  -8, 3, 4, 32, 2, -1, 2, 9
- CC(=O)C1=C(O)C(=O)N(CCc2c[nH]c3ccccc23)C1c1ccccc1 (stereo unspecified)
  2, -10, -1, -2, 2, -13, -1, -5
- CCOc1ccc(C2CC(c3cccc(C)c3)n3nc(N)nc3N2)cc1 (stereo unspecified)
  1, 19, -1, -5, -10, -3, 8, 4
- O=C(Nc1ccc2c(c1)OCO2)c1c(F)c(F)c(F)c(F)c1F
  -5, 3, 6, -4, -7, -9, 4, -16
- CN(c1ccccc1)S(=O)(=O)c1cccc(C(=O)N2CCN(c3ccccn3)CC2)c1
  -7, -21, -5, -7, -8, -2, 8, -1
- O=C(NC1CCCCCC1)C(=S)N1CCCC1
  -6, -4, 19, 16, 9, -3, -9, 14
- CCN(c1ccccc1)S(=O)(=O)c1ccc(C(=O)N(C)CCc2ccc(OC)c(OC)c2)cc1
  4, 22, -4, 13, -26, 4, 11, -24
- O=C(O)CCC(=O)Nc1cccc2cccnc12
  2, 6, 5, -3, 23, -13, -4, 5
- Cc1nn(Cc2ccc(Cl)cc2)c(Cl)c1/C=N/NC(=O)CNc1ccccc1F
  7, -3, -1, -6, 7, 18, 12, 2
- O=C1CCC/C(=N\NC(=O)c2ccc(NS(=O)(=O)c3ccc(Br)cc3)cc2)C1
  0, 12, -1, 7, -5, 0, -6, -16
- Cc1ccc2c(c1)C(=O)CCCCC(=O)N2
  4, -4, -7, -4, -47, -15, 3, -2
- Nc1c(C(=O)NCCN2CCOCC2)c2nc3ccccc3nc2n1-c1ccccc1
  12, 4, 1, 2, 15, -4, 7, 1
- C=CCNC(=S)NCc1ccc(CNC(=S)NCC=C)cc1
  -5, 3, -15, 6, 29, -7, 4, 16
- CCCn1nc(C(=O)NC2CCCc3ccccc32)c2ccccc2c1=O (stereo unspecified)
  -4, 8, -17, 17, -72, 10, 10, -39
- CCOc1ccc2nc(Cl)sc2c1
  -5, 10, -14, 20, -8, -1, 1, 0
- Cc1ccc2oc(=O)c3cnn(CC(=O)N4CCCCC4C)c3c2c1 (stereo unspecified)
  -4, 3, 6, 1, -1, 20, 8, 1
- Cc1ccc(NC(=O)c2ccc3nsnc3c2)c(C)c1
  -5, 17, -4, -48, -94, -8, -2, -69
- O=c1[nH]c(CS(=O)(=O)c2ccccc2)nc2ccccc12
  7, -10, 4, -3, 12, 9, -4, 3
- CCOCCn1ccc2c(OCC(=O)Nc3cc(OC)ccc3OC)cccc2c1=O
  -2, 9, 18, 8, -11, -3, 27, 12
- Cc1ccc(C(=O)CNc2ccc(Cl)cc2)cc1
  -8, 71*, 3, -8, 10, 57*, -12, -2
- CC1CCN(c2ccc(NC(=O)c3ccc([N+](=O)[O-])o3)cc2)CC1
  45, 18, -14, 25, -48, -4, 9, 19
- Cc1ccc(NC(=O)COC(=O)c2ccc(S(=O)(=O)NCc3ccco3)cc2)cc1
  -1, 7, 1, -9, -6, 8, -7, 10
- Cc1cccc(NC(=O)c2cccc(S(=O)(=O)N(C)c3ccccc3)c2)n1
  -13, 19, 2, -54, 3, 17, 5, -28
- CN(Cc1ccccc1)C(=O)c1ccc(NC(=O)Cc2cccc(NC(=O)C3CCN(C(=O)C4CCCC4)CC3)c2)cc1
  0, 1, 8, -1, 12, -7, 14, -1
- Cn1ccnc1-c1ccc(-c2nccn2C)cc1
  8, 11, 4, -3, -2, -12, 6, -9
- CCC1CCCCN1C(=O)Nc1ccc(F)cc1 (stereo unspecified)
  -8, 0, -3, -4, 1, -12, -2, -8
- CCCc1cc(=O)[nH]c(SCC(=O)C(C)(C)C)n1
  2, -1, -2, -2, -4, -7, 4, -6
- CCCCN(CCCC)Cc1cc2ccccc2c2c1COC2
  -7, 28, -1, 6, 1, 7, 0, -1
- COc1ccc(C)cc1Nc1n[n+](-c2ccccc2)c(-c2cc([N+](=O)[O-])cc(OC)c2O)s1
  -11, 0, -95, -11, -11, -11, 5, 10
- Cc1nc(COC(=O)c2ccc(CO)cc2)cs1
  -3, -11, 4, 3, 15, 7, -1, -10
- Cc1csc(=NC(=O)c2ccccc2)n1CCO
  1, 1, -4, -1, 4, 3, -3, -8
- O=C(/C=C/c1ccco1)Nc1ccc(Cl)c(S(=O)(=O)N2CCOCC2)c1
  10, 8, -1, 20, -24, 6, -15, 1
- CC1CC(OCC(O)CN2CCCCC2C)CC(C)(C)C1 (stereo unspecified)
  4, 2, 6, 4, -12, -4, 0, -12
- CC(C)(C)c1cc(C(=O)NNS(=O)(=O)c2ccccc2)n[nH]1
  -2, -10, -7, 1, -1, 0, 7, -7
- C(=C\c1ccco1)/C1=NN(c2ccccc2)C(c2ccco2)C1 (stereo unspecified)
  -4, -26, 3, -20, -42, 16, 20, 9
- Cc1ccc(NC2=NC(C(=O)Nc3ccc(C)c(C)c3)CC(=O)N2)cc1 (stereo unspecified)
  -1, 9, -2, -4, -1, -1, -8, 6
- Cc1ccc(NC(=O)c2cccs2)cc1S(=O)(=O)Nc1cccc(Cl)c1
  5, 2, 4, -3, -10, -13, 14, 11

# The list continues:
# Below each compound – SENP8 block, CCR6 antagonist, UBC13 polyUb, Gli-Sufu block, 697 NFkB inh, EBI2 antag, Apaf1 inhib, Jurkat NFkB inh
- Cc1ccc(N2C(=O)C3C(C(=O)c4ccccc4)=NN(c4ccccc4)C3C2=O)cc1 (stereo unspecified)
  -2, 20, 8, 0, -4, -12, 16, 8
- COc1ccccc1-n1c(SCC(=O)Nc2nnc(C)s2)nc2c(c1=O)SCC2
  0, -4, -6, 2, 20, -8, -14, 4
- CC[C@]12c3[nH]c4ccccc4c3CCN1C(=O)C(CC(=O)NCCN1CCOCC1)C[C@@H]2C(=O)N1CCN(C(=O)c2ccco2)CC1 (stereo partly specified)
  6, 1, 11, -37, -2, 0, 3, 4
- CC(=O)c1ccc(Oc2ncnc(N)c2[N+](=O)[O-])cc1
  -5, 4, -7, 15, -2, -39, -1, 5
- CCOc1ccc(C(=O)OCC(=O)NCc2ccccc2)cc1OCC
  -12, -8, -3, -3, 15, -4, 2, -11
- COC(=O)C1=CN(Cc2ccc(OC)c(OC)c2)C=C(C(=O)OC)C1c1ccccc1F
  -5, -1, 8, 7, -8, -12, 1, -6

# Grouped by structure, the entries above containing two or more sulfur atoms (7)
# Below each compound – SENP8 block, CCR6 antagonist, UBC13 polyUb, Gli-Sufu block, 697 NFkB inh, EBI2 antag, Apaf1 inhib, Jurkat NFkB inh
- CN(C(=O)COC(=O)C1CCN(S(=O)(=O)c2cccs2)CC1)C1CCS(=O)(=O)C1 (stereo unspecified)
  2, 4, -2, 7, 2, -1, 5, 8
- Cc1ccc(/C=C2\S/C(=N/S(=O)(=O)c3cccs3)NC2=O)cc1
  9, -1, -14, 1, 11, 2, -3, 5
- CCc1nnc(NC(=O)c2cccc(S(=O)(=O)N3CCCC3)c2)s1
  -4, 1, 4, -9, 11, 7, 2, 10
- O=C(CSc1nnc2c(n1)[nH]c1ccc(S(=O)(=O)N3CCOCC3)cc12)Nc1ccc(F)c(F)c1
  8, -3, 4, 4, -11, 1, -3, 4
- C=CCNC(=S)NCc1ccc(CNC(=S)NCC=C)cc1
  -5, 3, -15, 6, 29, -7, 4, 16
- Cc1ccc(NC(=O)c2cccs2)cc1S(=O)(=O)Nc1cccc(Cl)c1
  5, 2, 4, -3, -10, -13, 14, 11
- COc1ccccc1-n1c(SCC(=O)Nc2nnc(C)s2)nc2c(c1=O)SCC2
  0, -4, -6, 2, 20, -8, -14, 4

# Compound activity as filed in PubChem BioAssay.
